IP6K1 inhibitor: Primary qHTS assay for small molecule inhibitors of Inositol hexaphosphate kinase 1 (IP6K1); Inositol hexakisphosphate kinase 1 (Homo sapiens), Q92551; IP6K1 kinase, ADP-Glo luminescence, 2 h; hits give low values; activity change, % (series mostly up to about 58 µM); hit rate 0.81% among 140,000; in the data active = activity change below about -25%
Target sequence (Q92551 whole entry, looked up): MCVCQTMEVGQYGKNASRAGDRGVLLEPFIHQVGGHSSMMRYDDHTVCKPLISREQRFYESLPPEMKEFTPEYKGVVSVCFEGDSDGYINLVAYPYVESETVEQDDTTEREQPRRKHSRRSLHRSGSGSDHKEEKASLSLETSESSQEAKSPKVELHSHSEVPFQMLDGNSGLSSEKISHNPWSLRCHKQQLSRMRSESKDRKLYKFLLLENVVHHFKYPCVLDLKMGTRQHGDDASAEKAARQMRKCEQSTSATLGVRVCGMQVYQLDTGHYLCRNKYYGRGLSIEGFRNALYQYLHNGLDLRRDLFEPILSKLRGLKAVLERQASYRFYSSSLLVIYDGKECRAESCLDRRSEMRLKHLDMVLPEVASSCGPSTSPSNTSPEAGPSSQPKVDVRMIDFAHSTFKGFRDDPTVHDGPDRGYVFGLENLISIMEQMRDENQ
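ADP-Glo luminescence measures ADP made by human IP6K1 during a 2 h RT reaction with ATP/IP6 (mix at 1.3 mM/130 uM); top library doses 57.5 and 19.1 uM final.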
Luciferase inh: Firefly luciferase inhibition profiling of diverse chemical library using quantitative high-throughput screening; Luciferin 4-monooxygenase (Photinus pyralis), P08659; purified P. pyralis luciferase, luminescence, biochemical; Potency, µM (series often up to 115 µM), without a hit: at the top dose activity change, negative = inhibition, usual class: inhibitors; hit rate 2.5% among 76,000; AID 1347043, 2019; note: potency is the fitted concentration of half-maximal effect; nearly all actives have a fitted effect of over 65% in size
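Inhibitors were tested against purified firefly luciferase in a biochemical, low-substrate format (both substrates at 10uM) and luminescence measured with a CCD imager.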
SNCA viab count: GF-AFC viability counterscreen for inhibitors of alpha-synuclein gene (SNCA) expression; hit rate 0.12% among 150,000; Potency, µM (series often up to 57.1 µM), for inactives: at the highest dose activity change, negative = cytotoxicity, actives largely listed as cytotoxic; HEK-293-SNCA-luc viability, GF-AFC fluorescence, 24 h;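 note: potency is the fitted concentration of half-maximal effect; 0% = DMSO-treated cells and -100% = medium-only wells without cells; nearly all actives have a fitted effect of over 30% in size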
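HEK-293-SNCA-luc cells (1500/well) plated 24 h, then exposed 24 h to a dilution series; GF-AFC added 30 min at 37C, fluorescence 405/540 nm; normalised to medium-only and DMSO wells, Hill fit.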
GPT2 inh: Primary qHTS assay for inhibitors of Glutamate pyruvate transaminase 2 (GPT2); Alanine aminotransferase 2 (Homo sapiens), Q8TD30; Recombinant GPT2, coupled pyruvate oxidase/HRP Amplex Red fluorescence; Potency, µM (doses to about 57.7 µM), inactives show at the top dose activity change, negative = inhibition, actives largely listed as inhibitors; hit rate 0.25% among 100,000; AID 1671188, 2021; note: potency is the fitted concentration of half-maximal effect; nearly all actives have a fitted effect of over 60% in size; many of its hits are not listed in these tables
Target sequence (Q8TD30 whole entry, looked up): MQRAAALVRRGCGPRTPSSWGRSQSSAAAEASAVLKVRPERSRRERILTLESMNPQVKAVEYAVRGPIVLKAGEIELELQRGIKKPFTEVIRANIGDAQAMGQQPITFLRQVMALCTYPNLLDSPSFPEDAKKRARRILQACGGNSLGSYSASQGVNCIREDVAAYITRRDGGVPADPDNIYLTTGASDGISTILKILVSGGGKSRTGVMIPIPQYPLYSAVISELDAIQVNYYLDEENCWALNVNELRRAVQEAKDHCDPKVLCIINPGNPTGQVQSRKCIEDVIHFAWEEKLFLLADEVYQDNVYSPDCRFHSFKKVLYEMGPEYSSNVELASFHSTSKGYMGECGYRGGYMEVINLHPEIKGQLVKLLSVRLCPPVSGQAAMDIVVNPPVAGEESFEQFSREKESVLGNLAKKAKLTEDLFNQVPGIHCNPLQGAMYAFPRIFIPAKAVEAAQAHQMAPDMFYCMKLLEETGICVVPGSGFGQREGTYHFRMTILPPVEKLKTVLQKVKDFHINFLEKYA
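Fluorescence read-out: pyruvate from GPT2 turnover coupled to pyruvate oxidase, HRP and Amplex Red (0.2mM ThPP, 0.2U/mL PO and HRP, 50uM Amplex final). Substrates 250uM a-KG, 2mM L-alanine; enzyme 10ng/uL; 30 min RT.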
HEK cytotox: Cytotoxic Profiling in HEK 293 Cell Line of Diverse Libraries Using Quantitative High-Throughput Screening | HEK 293 viability, ATP luminescence (CellTiter-Glo), 48-72 h | Potency, µM (series often up to 115 µM), inactives show at the top dose activity change, negative = cytotoxicity, most hits filed as inhibitors | hit rate 6.6% among 94,000; note: potency is the fitted concentration of half-maximal effect; nearly all actives have a fitted effect of over 60% in size
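Cells seeded first (HEK 293, 250 cells/well), then compound added by pintool. Incubation ran 48 or 72 hr at 37 degree Celsius. CellTiter-Glo was added and luminescence imaged after 10 min at room temperature.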
SNCA expr inhib: Primary qHTS assay for inhibitors of alpha-synuclein gene (SNCA) expression; HEK-293 SNCA-luciferase knock-in, luminescence, 24 h; Potency, µM (highest dose often 57.2 µM), for inactives: at the top dose activity change, negative = inhibition, most hits filed as inhibitors; hit rate 0.17% among 140,000;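 note: potency is the fitted concentration of half-maximal effect; plate controls were DMSO cells for no effect and cell-free wells for full effect; nearly all actives have a fitted effect of over 45% in size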
NIH3T3 tox: Cytotoxic Profiling in NIH 3T3 Cell Line of Diverse Libraries Using Quantitative High-Throughput Screening; NIH 3T3 viability, CellTiter-Glo ATP luminescence, 48-72 h; Potency, µM (top dose mostly 96.7 µM), inactives show top-dose activity change, negative = cytotoxicity, hits mostly inhibitors; hit rate 4.3% among 94,000; AID 1345082, 2018; note: potency is the fitted concentration of half-maximal effect; nearly all actives have a fitted effect of over 55% in size
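Cytotoxicity is measured as loss of cellular ATP: NIH 3T3 cells (400/well) are exposed to compound for 48 or 72 hr at 37 °C, then CellTiter-Glo luminescence is imaged after 10 min at room temperature.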
* marks the source's active call; other numbers are inactive results; i = inactive; ? = inconclusive; / = not tested or not shown; & = joins results of further samples; [ ] = another dose, or the depositor's remark. Unless noted, calls come from the whole dose curve; as a rule, active = well fitted curve in the direction sought with a large enough effect; inconclusive = small, poorly fitted or top-dose-only effect, or another doubt; inactive = no such curve, though single readings can be large; an effect the other way counts as inactive or inconclusive. Unless noted, % is set by controls: 0 for no effect and ±100 for the full control effect. Compounds were not picked by outcome. About 7.7% of those tested had a hit in this group.

item	canonical_smiles	IP6K1 inhibitor	Luciferase inh	SNCA viab count	GPT2 inh	HEK cytotox	SNCA expr inhib	NIH3T3 tox
1	O=C(c1ccc(Cl)cc1)N1CCC2(COc3ccncc3[S+](=O)([O-])N2)C1 (centres undefined)	18	/	-7%	3%	-5%	6%	?
2	CCOC(=O)C1=C(C)N=C2SC=C(CC(=O)NC3CC3)N2C1c1ccccc1C (centres undefined)	1	-5%	-16%	-4%	?	-6%	-6%
3	COc1ccc(Cn2c3c(c(=O)n2Cc2ccccc2)CCN(Cc2cccc(O)c2)C3)cc1	-1	-3%	3%	i	-8%	?	?
4	CCN(CC)c1ccc2cc(-c3nnc(Nc4ccc(C)cc4)s3)c(=O)oc2c1	11	/	?	/	/	53%[activator]	/
5	COc1ccc(CNC(=O)O[C@H]2COCCN(c3nc4ccccc4s3)C2)cc1	12	-13%[172 µM]	-17%[87.6 µM]	1%[88.5 µM]	89µM*	?	?
6	O=C(NCc1ccccc1)C1CCN(c2cn[nH]c(=O)c2)C1 (centres undefined)	17	-7%	13%	?	i	7%	i
7	CC(C)NC(=O)N1Cc2ccccc2OC2(CCN(C(=O)c3ccc4[nH]ccc4c3)CC2)C1	0	/	-6%	-4%	-17%	-18%	?
8	Cc1noc2c(-c3cccnc3NC3CCN(C)CC3)cc(-c3ccc(Cl)cc3)nc12	-1	-2%[172 µM]	1%[87.6 µM]	4%[88.5 µM]	89µM*	?	22µM*
9	O=C(OCc1ccccc1)N1CCOCC12CCN(Cc1cccnc1)CC2	1	-8%[172 µM]	-2%[87.6 µM]	i	?	-17%[87.6 µM]	?
10	COc1ccc(CN2CC(O)CN([S+](=O)([O-])c3ccc(F)cc3)CC2=O)cc1 (centres undefined)	9	/	/	/	?	/	-30%
11	c1ccc(O[C@H]2COCCN(c3nc4ccccc4s3)C2)cc1	-3	?	-7%[87.6 µM]	i	?	95%[activator][87.6 µM]	-26%[138 µM]
12	Cc1cnc(C(=O)N[C@@H]2CCC[C@@H]2C(=O)NCCc2ccc(Cl)cc2)cn1	14	-3%	5%	i	i	-19%	i
13	Cc1nc(-c2cccc(Cl)c2)n(Cc2cc(=O)n3ccccc3n2)c(=O)c1CCO	1	3%	3%	i	i	8%	-6%
14	COc1ccc(C[C@H](NC(=O)C2=C[C@@H](NC(=O)c3cc(OC)ccc3Br)[C@@H](O)[C@H](O)C2)C(N)=O)cc1	1	-5%	-2%	?	-6%	?	-19%
15	COc1cccc(CNC(=O)c2ccc(CSc3nc4ccncc4n3Cc3cccc(C)c3)cc2)c1	-9	/	-17%	/	/	-12%	/
16	CCOc1ccccc1NC(=O)c1cn(C2CCCCC2)c(=O)c2c1c1ccccc1n2C	6	/	1%	/	/	9%	/
17	CN(C)c1ccc(C(=O)N2CCC3(CC2)N=C(c2cccc(Br)c2)NO3)cc1	3	15%	-5%	i	?	-12%	?
18	CCc1ccc2c(c1)c(=O)c(C(=O)c1ccccc1)cn2CC(=O)Nc1ccc(C)c(Cl)c1	-3	/	-3%	/	/	42%[activator]	/
19	Cc1ccc(N(CC(=O)Nc2ccc(OC(F)(F)F)cc2)S(=O)(=O)c2c(C)noc2C)cc1	-5	/	-1%	/	/	-16%	/
20	Cc1ccc(-c2nc(C(=O)N3CCN(c4ccccc4)CC3)c3n2CCCCC3)cc1	-12	/	13%	/	/	15%	/

Next part
item	canonical_smiles	IP6K1 inhibitor	Luciferase inh	SNCA viab count	GPT2 inh	HEK cytotox	SNCA expr inhib	NIH3T3 tox
21	COc1ccc(C2Cn3nnc(-c4nc(-c5cccc(Cl)c5)no4)c3CO2)cc1 (centres undefined)	6	-4%	8%	i	9%	1%	-2%
22	CO[C@H]1C(=O)N(C(C)C)[C@H]1C1CCN(S(C)(=O)=O)CC1	1	3%	-4%	-6%	-1%	-8%	i
23	O=C1NC(C(=O)NCc2cccnc2)Cn2cccc21 (centres undefined)	4	0%	-8%	i	i	-12%	-2%
24	O[C@@H]1C[C@@H](c2nc(-c3ccc(OC(F)(F)F)cc3)no2)N(Cc2ncc[nH]2)C1	11	?	12%[87.6 µM]	-10%[88.5 µM]	?	101%[activator][87.6 µM]	-29%[174 µM]
25	CC(C)c1nn2c(=O)cc(COC(=O)c3ccccc3NC(=O)C3CCCCC3)nc2s1	-14	/	4%	/	/	0%	/
26	Cc1ccc2c(CNC3CCCC3)c(C(=O)O)n(Cc3ccc(F)cc3)c2c1	33	/	-8%	/	/	-10%	/
27	COc1ccc2ccc(OCc3nc(C(=O)N4CCCNC(=O)C4)co3)cc2c1	12	?	2%	0%	?	-23%	?
28	CN1CCOC[C@H]2CCN(C(=O)c3ccsc3)C[C@H]21	0	9%	-8%	i	-7%	-21%	-3%
29	O=C(NC1CCCN(c2cc(-c3ccc(F)cc3)[nH]n2)C1)c1cc(Cl)ccc1F (centres undefined)	9	4%	?	0%	?	4%	?
30	O=C(NC1CCN(C(=O)N2CC3CC(C2)[C@H]2CCCC(=O)N2C3)CC1)c1cccnc1 (some centres undefined)	4	-3%	-4%	i	16%	-2%	i
31	O=C(NCCc1nc2ccccc2n1CCCOc1ccc(Cl)cc1)C1CCCCC1	16	/	?	/	/	-32%	/
32	COc1ccc(CNCc2c(C(=O)O)n(Cc3ccc(F)cc3)c3cc(C)ccc23)cc1OC	10	/	-12%	/	/	35%[activator]	/
33	Cc1onc(C(=O)N2C[C@@H](Oc3cccnc3)C[C@H]2C(N)=O)c1Cn1cccn1	12	-2%	-5%	-10%	i	-10%	-1%
34	COc1cc2cc(CN3CCC[C@H]3CO)c(-c3cccc(Cl)c3)nc2cc1OC	-6	?	-11%	-5%	?	8%	?
35	CCc1ccc(NC(=O)CN(C)S(=O)(=O)c2ccc3c(c2)c(=O)n(C)c(=O)n3C)cc1	-3	/	-6%	/	/	-22%	/
36	COc1ccc(-c2onc(C)c2C)cc1S(=O)(=O)N1CCC(C)CC1	22	/	-16%	/	/	?	/
37	CN(C)C[C@@H]1CN(c2ncccn2)C[C@H]1NC(=O)c1ccccc1C(F)(F)F	21	8%	2%	i	2%	-11%	-1%
38	COc1cccc(S(=O)(=O)N2CCC3(CC2)CC(N2CCOCC2)CCO3)c1 (centres undefined)	9	-4%	1%	3%	-29%	?	?
39	O=C(O)CCCC(=O)N1Cc2ccccc2CC2(CCCN(CC3CCCC3)C2)C1 (centres undefined)	-7	/	8%	i	i	-18%	2%
40	Cc1cc(NC(=O)CCc2nc3cccnc3n2Cc2cccs2)ccc1Br	9	/	-6%	/	/	39%[activator]	/

Single records (already shown). Values in the order: IP6K1 inhibitor, Luciferase inh, SNCA viab count, GPT2 inh, HEK cytotox, SNCA expr inhib, NIH3T3 tox
COc1cc2cc(CN3CCC[C@H]3CO)c(-c3cccc(Cl)c3)nc2cc1OC is listed as -6, ?, -11%, -5%, ?, 8%, ?
O=C(c1ccc(Cl)cc1)N1CCC2(COc3ccncc3[S+](=O)([O-])N2)C1 (centres undefined) is listed as 18, /, -7%, 3%, -5%, 6%, ?

New compounds follow:
item	canonical_smiles	IP6K1 inhibitor	Luciferase inh	SNCA viab count	GPT2 inh	HEK cytotox	SNCA expr inhib	NIH3T3 tox
41	COCC(=O)N1CCCCCC1c1nnc(-c2ccccc2)o1 (centres undefined)	12	7%	-6%	i	-4%	1%	-1%
42	O=C(NCCNC(=O)c1ccccc1Cl)c1ccc(-c2cncnc2)cc1	-14	/	/	/	i	/	2%
43	N#Cc1cc2c(=O)n(CCCCN3CCCC3)ccc2[nH]c1=O	24	2%	2%	1%[11.5 µM]	i	5%	4%
44	CCc1nc(-c2c3n(c(=O)n(CC#N)c2=O)CCCCC3)no1	22	-1%	1%	-3%	18%	23%	-5%
45	COc1ccc(-n2c(=O)c3c(n2Cc2ccccc2)CN(Cc2c(C)noc2C)CC3)cc1	14	-3%	-8%	i	0%	10%	?
46	O=C1N(C2CCOCC2)C[C@H]2CN(CCCc3ccccc3)CCN12	1	-4%[172 µM]	-4%[87.6 µM]	-13%[88.5 µM]	-27%[172 µM]	2%[87.6 µM]	-18%[174 µM]
47	CN(C)S(=O)(=O)N1CCCC(CCc2cccc(F)c2)C1 (centres undefined)	-10	2%	4%	-7%	?	?	?
48	O=C1NCCOCCCN(C(=O)NCCc2ccccc2)[C@H]2CCC[C@@H]12	24	1%	-9%	-17%	-3%	3%	-9%
49	CC1=C[C@@H](CNC(=O)c2cnccn2)[C@H](C(C)C)C[C@H]1CC(=O)O	1	-19%[172 µM]	-2%[87.6 µM]	-6%[88.5 µM]	1%[172 µM]	19%[87.6 µM]	-23%[138 µM]
50	CCN(C(=O)C(NS(=O)(=O)c1cccc2nsnc12)c1ccccc1)c1ccccc1 (centres undefined)	-28*	/	4%	/	/	-18%	/
51	CCCN(Cc1cccs1)C(=O)Nc1cc(Cl)c(OC)cc1OC	-2	/	-10%	/	/	-1%	/
52	COCCCNC(=O)c1ccc2c(c1)n(Cc1cccc(OC)c1)c(=O)c1ccnn12	-2	-4%	1%	5%	-4%	25%	-26%
53	COc1ccc(NC(=O)c2c(NCc3cccc(F)c3)sc3c2CCC3)c(OC)c1	-22	/	-18%	/	/	-1%	/
54	CCCN1C(=O)Cc2cc(C(=O)NCc3ccc(C)c(C)c3)ccc21	-6	0%	13%	i	?	-22%	?
55	O=C(c1cccs1)N1CCC(c2nc(-c3ccccc3)no2)C1 (centres undefined)	0	-20%	13%	i	?	56%[activator]	-29%
56	CCc1ccc(S(=O)(=O)Nc2ccc3[nH]c(=O)sc3c2)cc1	2	/	-5%	/	/	29%	/
57	Cc1noc(C)c1C(=O)N1CCN(c2cc(Cl)ncn2)C(=O)C1	10	/	-4%	-28%	-17%	-1%	-23%
58	Cc1cccc(CNC(=O)C2(C)CCCCC(=O)N2)c1 (centres undefined)	14	3%	-5%	i	10%	-25%	i
59	CCN1CCC(N2CCCC(N3CCN(c4ccccc4OC)CC3)C2)CC1 (centres undefined)	17	-2%	2%	-12%	-21%	?	-19%
60	c1csc(CN2CCC(Oc3ccccc3-c3nc(-c4cnccn4)no3)C2)c1 (centres undefined)	16	0%	?	3%	?	-17%	?
61	O=C(OCCOCCO)c1ccccc1Nc1cccc(C(F)(F)F)c1	-12&4	/	14%	-6%	/	-3%[25.6 µM]	/
62	C[C@H](O)[C@H](O)[C@H]1CNc2nc(N)[nH]c(=O)c2N1	-6	/	6%	i	/	/	/
63	CCn1nc(C)cc1C(=O)N[C@H]1[C@H](O)[C@H](O)C[C@@H]1c1cccnc1	-2	-9%[172 µM]	8%[87.6 µM]	5%[88.5 µM]	-3%[172 µM]	-2%[87.6 µM]	-4%[174 µM]
